Compound activity (PubChem)
human PMI inhibitors = MPI inhibition at elevated mannose 6-phosphate – biochemical, fluorescence intensity, high mannose 6-phosphate, primary screen (AID 1220) | recombinant PMI enzyme, coupled fluorescence intensity; higher % means a stronger effect | inhibition, % at 20 µM, or IC50 in µM where a hit was titrated | 0.66% of 190,000 active
UTI89 phage lysis = inhibition of K1F phage lysis, E. coli UTI89, bacterial capsule biogenesis inhibitors, alamar blue (AID 488966) | E. coli UTI89 K1F phage lysis, alamar blue, 2 h; higher % means a stronger effect | inhibition, % at 100 µM, or IC50 in µM where a hit was titrated | 0.02% of 340,000 active;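 active means phage lysis inhibition, versus mean bacterial control, above a set limit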;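 further: capsule biogenesis inhibitors block K1F phage lysis so surviving cells raise fluorescence; higher fluorescence means more inhibition of phage lysis; actives were called in the ten point dose series up to 300 µM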
XIAP antagonists = XIAP antagonists, biochemical, IAP family, fluorescence polarization (AID 1018) | XIAP BIR domain, fluorescence polarization peptide displacement; higher % means a stronger effect | one-dose displacement, % at 20 µM; IC50 in µM for titrated hits | 0.007% of 200,000 active; in the data active means displacement above about 50%; further: a part of the inactive calls stands beside numbers as strong as those of hits
Hep lipid drop = modulators of hepatic lipid droplet formation | 0.4% of 240,000 active | AML12 mouse hepatocytes, oleate lipid droplets, BODIPY imaging | inhibition, % at 6.5 µM | AID 1656;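 active means lipid droplet intensity inhibited by at least 50%, with more than 500 cells counted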
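System: AML12 hepatocytes (mouse). Probe or stimulus: oleic acid at 100 µM to induce lipid droplet formation. Times: overnight treatment with compound plus oleate. Detection: Image-based BODIPY and DAPI two-channel analysis. Evaluation: percent inhibition of filter-corrected integrated lipid droplet intensity per well.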
P. falciparum M1AAP = malaria alanyl aminopeptidase activity blockers – biochemical, fluorogenic H-Leu-NHMec substrate, 1536-well (AID 1445); 0.42% of 220,000 active; recombinant M1AAP, H-Leu-NHMec fluorogenic kinetic assay; higher % means a stronger effect; inhibition, % at 30 µM; hits with a dose series show IC50 in µM;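 active means primary inhibition above the hit cutoff, then over 50% inhibition at one or more dose response concentrations, cut at about 23% in these data, passing the limit was not always enough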;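 further: plate controls were DMSO full reaction for no effect and no enzyme background for full effect; strong numbers were not always called active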
P. falciparum M17LAP = P. falciparum M17LAP inhibitors, primary screen, biochemical, fluorogenic H-Leu-NHMec substrate, 1536-well (AID 1619) | recombinant M17LAP, H-Leu-NHMec fluorogenic kinetic assay; higher % means a stronger effect | inhibition, % at 30 µM; hits with a dose series show IC50 in µM | 0.38% of 220,000 active;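 active means compound inhibiting the enzyme by more than half at any dose during confirmatory dose-response retesting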;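 further: plate controls were full reaction with DMSO carrier for no effect and no enzyme background for full effect; strong numbers were not always called active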
TNAP activators = stimulation of alkaline phosphatase TNAP activity – biochemical, luminescent, no phosphate acceptor, uHTS, primary screen (AID 1001); 0.03% of 200,000 active; activation fold at 20 µM; hits with a dose series show EC50 in µM; purified TNAP, luminescent activation assay, no phosphate acceptor; higher activation fold means a stronger effect; in the data active means activation fold from about 3, or a potency from the dose series; inactive means the rest, 99 in 100 with activation fold below about 1.6; further: many of its hits are not listed in these tables
human PMI inhibition = MPI enzyme activity inhibition – biochemical, fluorescence intensity, coupled assay, primary screen (AID 1209) | 0.42% of 190,000 active | purified PMI enzyme, coupled fluorescence intensity; higher % means a stronger effect | inhibition, % at 20 µM, or IC50 in µM where a hit was titrated;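 further: plate controls were DMSO vehicle for no effect and wells lacking substrate for full effect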
SIAH1 antagonists = Siah-1 peptide-binding antagonists, primary screen, biochemical, fluorescence polarization, rhodamine-plectin, uHTS (AID 1817); Siah-1 / rhodamine-plectin peptide fluorescence polarization; higher % means a stronger effect; displacement, % at 20 µM, or IC50 in µM where a hit was titrated; 0.02% of 290,000 active;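 active means displacement of at least 50% at 20 µM, with a fluorescence ratio check between 0.3 and a set limit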;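 further: plate controls were Siah plus tracer with DMSO for no effect and tracer alone without Siah for full effect; strong numbers were not always called active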
Hep lipid drop cells 6.5 µM = recorded beside Hep lipid drop, whose call it bears; cell count; measured here: cell count, cytotoxicity flag;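 cells counted across two imaged fields per well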
* = called active by the depositor; . = no result given; [ ] = another dose, or the depositor's remark. Unless noted, no stated cut-off is given here; in the data, active means inhibition above about 50%; inactive means the rest.

Short forms: A = human PMI inhibitors; B = UTI89 phage lysis; C = XIAP antagonists; D = Hep lipid drop; E = Hep lipid drop cells 6.5 µM; F = P. falciparum M1AAP; G = P. falciparum M17LAP; H = TNAP activators; I = human PMI inhibition; J = SIAH1 antagonists
#1 Cc1cccnc1NC(=O)c1cc2ccccc2oc1=O
  A = -11%	B = 0.1%	C = -2.6%	D = 15	E = 678	F = 4%	G = -3%	H = 1.2	I = 0%	J = 0%

#2 CCOC(=O)c1nc(NCc2ccccc2C)c2ccccc2n1
  A = 3%	B = 0.2%	C = -3.4%	D = -14	E = 694	F = 11%	G = 4%	H = 1.1	I = 3%	J = 2%

#3 Cc1ccc(S(=O)(=O)Nc2ccccc2CNc2c(C)n(C)n(-c3ccccc3)c2=O)cc1
  A = -5%	B = 0.6%	C = -2.2%	D = .	E = .	F = 10%	G = -3%	H = 1.1	I = -3%	J = 3%

#4 O=C(CN1C(=O)C2CC=CCC2C1=O)Nc1nc2ccccc2s1 (stereo not given)
  A = -8%	B = 0.6%	C = -5.5%	D = 17	E = 716	F = 3%	G = 3%	H = 1.1	I = -14%	J = -5%

#5 CCC1=C(OC(=O)N(CC)CC)N2C(=O)OC(=NCC3CC3)[C@]2(C)[C@H]2C1=CC[C@H]1C(=O)N(CC(=O)OC)C(=O)[C@H]12
  A = .	B = 3.7%	C = .	D = -10	E = 741	F = 7%	G = -2%	H = .	I = .	J = -2%

#6 O=C(C1=C[C@@H](C2CC2)C[C@@H](OCc2ccc(CO)cc2)O1)N1CCOCC1
  A = 1%	B = -0.4%	C = -2.8%	D = 2	E = 719	F = 8%	G = 8%	H = 0.9	I = -1%	J = 4%

#7 O=C(O)CCCCCn1c(SCC(=O)c2ccc(O)c(O)c2)nc2ccsc2c1=O
  A = -9%	B = 4.5%	C = 1.3%	D = 11	E = 760	F = 10%	G = 13µM*	H = 0.1	I = 33%	J = -8%

#8 COCc1cc(C)nc2oc(C(=O)c3ccccc3)c(N)c12
  A = 9%	B = 0.4%	C = -2.5%	D = 2	E = 720	F = 2%	G = 7%	H = 1.1	I = -27%	J = 1%

#9 NC(=O)C1CCN(C(=O)c2cc(S(=O)(=O)N3CCOCC3)ccc2Cl)CC1
  A = -9%	B = -1.6%	C = -3.9%	D = -3	E = 654	F = 1%	G = 2%	H = 1	I = -10%	J = -6%

#10 CCn1ncc(CNC(=O)CCCSc2nc(-c3ccco3)cc(C(F)(F)F)n2)c1C
  A = -13%	B = -0.1%	C = -7.1%	D = -2	E = 782	F = 5%	G = 8%	H = 1.1	I = -16%	J = -6%

#11 COc1cccc(CNn2cnnc2)c1OCc1ccccc1F
  A = 3%	B = 2.0%	C = -5.5%	D = 10	E = 760	F = 3%	G = 16%	H = 1.1	I = 8%	J = 5%

#12 CCCCNc1nc(-c2ccccc2)nc(-n2ccnc2)n1
  A = -3%	B = 1.4%	C = -3.6%	D = -3	E = 678	F = 9%	G = 0%	H = 1.1	I = -11%	J = -8%

#13 Cc1cc(C(F)(F)F)nc(-n2cc(-c3ccccc3)nn2)n1
  A = 1%	B = 0.2%	C = -1.5%	D = 13	E = 756	F = -2%	G = -6%	H = 1.1	I = 3%	J = 2%

#14 O=C(Cc1ccccc1)NN1C(=O)C2C3C=CC([C@@H]2C1=O)C31CC1 (stereo not given in full)
  A = 8%	B = 3.6%	C = -2.9%	D = 7	E = 671	F = 9%	G = 22%	H = 1.1	I = 7%	J = -1%

#15 Cc1ccc(CNC(=O)c2ccc3c(=O)[nH]c4c(C(=O)NCC5CCCO5)sc(=S)n4c3c2)cc1 (stereo not given)
  A = 10%	B = -0.2%	C = 5.5%	D = -2	E = 656	F = 23%	G = 2%	H = 1	I = 8%	J = 1%

#16 CCCCN(CCCC)C(=O)c1sc2nc(N3CCOCC3)c3c(c2c1N)CCCC3
  A = .	B = .	C = .	D = 25	E = 670	F = 6%	G = -6%	H = .	I = .	J = 4%

#17 O=C(OCC(=O)N1CCc2ccccc21)c1ccc[n+]([O-])c1
  A = 2%	B = 4.6%	C = -5.1%	D = 6	E = 785	F = 1%	G = -1%	H = 1.1	I = 9%	J = -3%

#18 CCOC(=O)c1c(C)n(C)c2ccc(OC)c(NC(=O)CN3CCSCC3)c12
  A = 16%	B = 0.0%	C = -14%	D = -5	E = 796	F = 12%	G = 2%	H = 1.1	I = 16%	J = 2%

#19 COC(=O)c1ccc(COc2ccc(C)cc2[N+](=O)[O-])o1
  A = .	B = .	C = .	D = -16	E = 658	F = 9%	G = 6%	H = .	I = .	J = -5%

#20 Cc1ccccc1NC(=O)C1c2cccc[n+]2CC(=O)N1Cc1ccc2c(c1)OCO2 (stereo not given)
  A = -28%	B = 0.2%	C = -4.2%	D = 1	E = 702	F = 12%	G = -2%	H = 1.1	I = -18%	J = 17%

#21 O=C(Cc1ccccc1)NCc1cccnc1
  A = -4%	B = 0.2%	C = -0.3%	D = 16	E = 777	F = 8%	G = 0%	H = 1.1	I = -7%	J = -1%

#22 COc1ccc(C(=O)C2CCCN(Cc3ccc(C#CCCO)cc3)C2)cc1F (stereo not given)
  A = 7%	B = -0.6%	C = -13%	D = -11	E = 722	F = 1%	G = -1%	H = 1	I = 5%	J = -4%

#23 C/C(=N\NC(=O)C1(C)CC1(Br)Br)c1ccc([N+](=O)[O-])cc1 (stereo not given)
  A = 4%	B = 0.3%	C = -13%	D = -1	E = 673	F = -1%	G = -7%	H = 1	I = 0%	J = -2%

#24 O=C(Cc1ccccc1)Nc1cccnc1
  A = -1%	B = 0.7%	C = -4.7%	D = 27	E = 678	F = 8%	G = 8%	H = 1.1	I = -3%	J = 0%

#25 Cc1cc(C)n(CNc2nc(C(F)(F)F)cs2)n1
  A = .	B = -0.3%	C = -2.8%	D = .	E = .	F = -1%	G = 8%	H = 1	I = .	J = 3%

#26 COc1ccc(C2C=C(c3ccccc3)Nc3nnnn32)cc1 (stereo not given)
  A = -46%	B = 3.9%	C = -4.5%	D = .	E = .	F = 19%	G = -96%	H = 0.9	I = -18%	J = -1%

#27 COc1ccc(NC(=O)Nc2cccc3cccnc23)cc1
  A = 9%	B = -0.1%	C = 1.2%	D = .	E = .	F = 3%	G = -3%	H = 1.2	I = 10%	J = -2%

#28 COc1ccc(-c2nc3c(-c4ccc(Cl)cc4)cnn3cc2C)cc1F
  A = 12%	B = 0.4%	C = -4.8%	D = -2	E = 646	F = 7%	G = -1%	H = 1.1	I = 16%	J = 2%

#29 COc1cc(NC(=O)C(C)Oc2ccccc2)cc(OC)c1 (stereo not given)
  A = -2%	B = 0.5%	C = 1.4%	D = .	E = .	F = 10%	G = 19%	H = 1.1	I = -7%	J = 3%

#30 CN1CCN(C2=C(Cl)C(=O)C(c3cnc(N4CCCCC4)s3)=C(Cl)C2=O)CC1
  A = -1%	B = 0.0%	C = -4.6%	D = -4	E = 547	F = 17%	G = 12%	H = 0.8	I = 8%	J = 24%

#31 CCc1nnc(NC(=O)CSc2ccc(-c3nc4ccccc4[nH]3)cn2)s1
  A = -5%	B = 0.2%	C = -7.0%	D = .	E = .	F = 6%	G = 2%	H = 1.1	I = -2%	J = 5%

#32 O=C(NCCCN1CCC(Cc2ccccc2)CC1)C1CCN(S(=O)(=O)N2CCC3(CC2)OCCO3)CC1
  A = 0%	B = 1.1%	C = -5.8%	D = 12	E = 738	F = -4%	G = -7%	H = 0.7	I = -1%	J = 0%

#33 NS(=O)(=O)c1ccc(CCNC(=O)c2ccc(S(=O)(=O)N3CCCCC3)cc2)cc1
  A = -3%	B = -1.0%	C = -8.3%	D = 18	E = 827	F = 15%	G = 1%	H = 1.1	I = 3%	J = -2%

#34 CC(C(=O)NC1CCCCCC1)N(c1ccccc1)S(C)(=O)=O (stereo not given)
  A = 12%	B = 0.2%	C = -3.2%	D = 8	E = 721	F = -1%	G = -2%	H = 1.1	I = 8%	J = 6%

#35 O=C1/C(=C/c2ccco2)Cc2ccccc21
  A = 16%	B = 3.7%[50 µM]	C = -7.6%	D = 1	E = 605	F = 9%	G = 22%	H = 1.1	I = 17%	J = 2%

#36 CC1(C)Cc2c(c(-c3ccccc3)nc(N3CCOCC3)c2C(N)=O)CO1
  A = 2%	B = 4.0%	C = -6.4%	D = -4	E = 707	F = -6%	G = 4%	H = 1	I = 4%	J = -1%

#37 CC(C)/C=C1\CC/C(=C\c2cccnc2)C1=O
  A = -5%	B = 1.8%[50 µM]	C = -0.3%	D = 5	E = 775	F = 3%	G = 18%	H = 1.1	I = -11%	J = 2%

#38 COc1ccc(CNC(=S)N/N=C/c2ccncc2)cc1
  A = 3%	B = -0.1%	C = -4.9%	D = -17	E = 610	F = 2%	G = 10%	H = 1.1	I = 4%	J = -1%

#39 COc1ccc(-c2[nH]ncc2/C=N\NS(=O)(=O)c2ccccc2)cc1OC
  A = -1%	B = 0.8%	C = -6.7%	D = 22	E = 814	F = 8%	G = 17%	H = 1.2	I = 6%	J = 0%

#40 COc1ccc(CC(=O)OCC(=O)NC(=O)NC2CCCCC2)cc1
  A = -5%	B = 4.0%	C = -2.3%	D = -2	E = 772	F = 4%	G = -5%	H = 1.1	I = 2%	J = 1%

#41 O=C(NCCCn1ccnc1)c1ccc(N2CCCCCC2)c([N+](=O)[O-])c1
  A = 10%	B = -0.2%	C = -5.7%	D = -34	E = 701	F = 10%	G = 2%	H = 1	I = -3%	J = -9%

#42 COC1CCCCC1Nc1cccc(SC)c1 (stereo not given)
  A = 17%	B = 0.0%	C = -4.7%	D = 15	E = 567	F = 9%	G = 7%	H = 1.1	I = 19%	J = 5%

#43 CC(CCc1ccccc1)NC(=O)C1CCN(S(=O)(=O)N2CCOCC2)CC1 (stereo not given)
  A = 0%	B = 0.1%	C = -5.4%	D = -15	E = 736	F = 6%	G = -3%	H = 1	I = -15%	J = 2%

Compounds shown so far that have an NH in an aromatic ring, in the order listed:
Short forms: A = human PMI inhibitors; B = UTI89 phage lysis; C = XIAP antagonists; D = Hep lipid drop; E = Hep lipid drop cells 6.5 µM; F = P. falciparum M1AAP; G = P. falciparum M17LAP; H = TNAP activators; I = human PMI inhibition; J = SIAH1 antagonists
#15 Cc1ccc(CNC(=O)c2ccc3c(=O)[nH]c4c(C(=O)NCC5CCCO5)sc(=S)n4c3c2)cc1 (stereo not given)
  A = 10%	B = -0.2%	C = 5.5%	D = -2	E = 656	F = 23%	G = 2%	H = 1	I = 8%	J = 1%

#31 CCc1nnc(NC(=O)CSc2ccc(-c3nc4ccccc4[nH]3)cn2)s1
  A = -5%	B = 0.2%	C = -7.0%	D = .	E = .	F = 6%	G = 2%	H = 1.1	I = -2%	J = 5%

#39 COc1ccc(-c2[nH]ncc2/C=N\NS(=O)(=O)c2ccccc2)cc1OC
  A = -1%	B = 0.8%	C = -6.7%	D = 22	E = 814	F = 8%	G = 17%	H = 1.2	I = 6%	J = 0%
